Assay outcomes: PubChem, National Center for Advancing Translational Sciences (NCATS)
MLL CXXC-DNA inh: inhibitors of human MLL CXXC domain-DNA interaction; MLL-CXXC / FITC-HOXA9 DNA fluorescence polarization; Potency, µM (highest dose often 115 µM), for inactives: top-dose activity change, negative = inhibition, actives largely listed as inhibitors; 0.037% of 290,000 active; AID 2662; active means well fitted inhibition curve with a large enough effect in the polarisation, with a control signal flat, not every such curve was filed as active; inconclusive means small, poorly fitted or top-dose-only effect, or effect the other way, or a change in a side signal; inactive means no such curve, though single readings can be large or run the other way; the % refers to the polarisation; further: potency means the concentration at half of the fitted maximal effect
Target sequence (Q03164 whole entry, looked up, the tested form may be a part): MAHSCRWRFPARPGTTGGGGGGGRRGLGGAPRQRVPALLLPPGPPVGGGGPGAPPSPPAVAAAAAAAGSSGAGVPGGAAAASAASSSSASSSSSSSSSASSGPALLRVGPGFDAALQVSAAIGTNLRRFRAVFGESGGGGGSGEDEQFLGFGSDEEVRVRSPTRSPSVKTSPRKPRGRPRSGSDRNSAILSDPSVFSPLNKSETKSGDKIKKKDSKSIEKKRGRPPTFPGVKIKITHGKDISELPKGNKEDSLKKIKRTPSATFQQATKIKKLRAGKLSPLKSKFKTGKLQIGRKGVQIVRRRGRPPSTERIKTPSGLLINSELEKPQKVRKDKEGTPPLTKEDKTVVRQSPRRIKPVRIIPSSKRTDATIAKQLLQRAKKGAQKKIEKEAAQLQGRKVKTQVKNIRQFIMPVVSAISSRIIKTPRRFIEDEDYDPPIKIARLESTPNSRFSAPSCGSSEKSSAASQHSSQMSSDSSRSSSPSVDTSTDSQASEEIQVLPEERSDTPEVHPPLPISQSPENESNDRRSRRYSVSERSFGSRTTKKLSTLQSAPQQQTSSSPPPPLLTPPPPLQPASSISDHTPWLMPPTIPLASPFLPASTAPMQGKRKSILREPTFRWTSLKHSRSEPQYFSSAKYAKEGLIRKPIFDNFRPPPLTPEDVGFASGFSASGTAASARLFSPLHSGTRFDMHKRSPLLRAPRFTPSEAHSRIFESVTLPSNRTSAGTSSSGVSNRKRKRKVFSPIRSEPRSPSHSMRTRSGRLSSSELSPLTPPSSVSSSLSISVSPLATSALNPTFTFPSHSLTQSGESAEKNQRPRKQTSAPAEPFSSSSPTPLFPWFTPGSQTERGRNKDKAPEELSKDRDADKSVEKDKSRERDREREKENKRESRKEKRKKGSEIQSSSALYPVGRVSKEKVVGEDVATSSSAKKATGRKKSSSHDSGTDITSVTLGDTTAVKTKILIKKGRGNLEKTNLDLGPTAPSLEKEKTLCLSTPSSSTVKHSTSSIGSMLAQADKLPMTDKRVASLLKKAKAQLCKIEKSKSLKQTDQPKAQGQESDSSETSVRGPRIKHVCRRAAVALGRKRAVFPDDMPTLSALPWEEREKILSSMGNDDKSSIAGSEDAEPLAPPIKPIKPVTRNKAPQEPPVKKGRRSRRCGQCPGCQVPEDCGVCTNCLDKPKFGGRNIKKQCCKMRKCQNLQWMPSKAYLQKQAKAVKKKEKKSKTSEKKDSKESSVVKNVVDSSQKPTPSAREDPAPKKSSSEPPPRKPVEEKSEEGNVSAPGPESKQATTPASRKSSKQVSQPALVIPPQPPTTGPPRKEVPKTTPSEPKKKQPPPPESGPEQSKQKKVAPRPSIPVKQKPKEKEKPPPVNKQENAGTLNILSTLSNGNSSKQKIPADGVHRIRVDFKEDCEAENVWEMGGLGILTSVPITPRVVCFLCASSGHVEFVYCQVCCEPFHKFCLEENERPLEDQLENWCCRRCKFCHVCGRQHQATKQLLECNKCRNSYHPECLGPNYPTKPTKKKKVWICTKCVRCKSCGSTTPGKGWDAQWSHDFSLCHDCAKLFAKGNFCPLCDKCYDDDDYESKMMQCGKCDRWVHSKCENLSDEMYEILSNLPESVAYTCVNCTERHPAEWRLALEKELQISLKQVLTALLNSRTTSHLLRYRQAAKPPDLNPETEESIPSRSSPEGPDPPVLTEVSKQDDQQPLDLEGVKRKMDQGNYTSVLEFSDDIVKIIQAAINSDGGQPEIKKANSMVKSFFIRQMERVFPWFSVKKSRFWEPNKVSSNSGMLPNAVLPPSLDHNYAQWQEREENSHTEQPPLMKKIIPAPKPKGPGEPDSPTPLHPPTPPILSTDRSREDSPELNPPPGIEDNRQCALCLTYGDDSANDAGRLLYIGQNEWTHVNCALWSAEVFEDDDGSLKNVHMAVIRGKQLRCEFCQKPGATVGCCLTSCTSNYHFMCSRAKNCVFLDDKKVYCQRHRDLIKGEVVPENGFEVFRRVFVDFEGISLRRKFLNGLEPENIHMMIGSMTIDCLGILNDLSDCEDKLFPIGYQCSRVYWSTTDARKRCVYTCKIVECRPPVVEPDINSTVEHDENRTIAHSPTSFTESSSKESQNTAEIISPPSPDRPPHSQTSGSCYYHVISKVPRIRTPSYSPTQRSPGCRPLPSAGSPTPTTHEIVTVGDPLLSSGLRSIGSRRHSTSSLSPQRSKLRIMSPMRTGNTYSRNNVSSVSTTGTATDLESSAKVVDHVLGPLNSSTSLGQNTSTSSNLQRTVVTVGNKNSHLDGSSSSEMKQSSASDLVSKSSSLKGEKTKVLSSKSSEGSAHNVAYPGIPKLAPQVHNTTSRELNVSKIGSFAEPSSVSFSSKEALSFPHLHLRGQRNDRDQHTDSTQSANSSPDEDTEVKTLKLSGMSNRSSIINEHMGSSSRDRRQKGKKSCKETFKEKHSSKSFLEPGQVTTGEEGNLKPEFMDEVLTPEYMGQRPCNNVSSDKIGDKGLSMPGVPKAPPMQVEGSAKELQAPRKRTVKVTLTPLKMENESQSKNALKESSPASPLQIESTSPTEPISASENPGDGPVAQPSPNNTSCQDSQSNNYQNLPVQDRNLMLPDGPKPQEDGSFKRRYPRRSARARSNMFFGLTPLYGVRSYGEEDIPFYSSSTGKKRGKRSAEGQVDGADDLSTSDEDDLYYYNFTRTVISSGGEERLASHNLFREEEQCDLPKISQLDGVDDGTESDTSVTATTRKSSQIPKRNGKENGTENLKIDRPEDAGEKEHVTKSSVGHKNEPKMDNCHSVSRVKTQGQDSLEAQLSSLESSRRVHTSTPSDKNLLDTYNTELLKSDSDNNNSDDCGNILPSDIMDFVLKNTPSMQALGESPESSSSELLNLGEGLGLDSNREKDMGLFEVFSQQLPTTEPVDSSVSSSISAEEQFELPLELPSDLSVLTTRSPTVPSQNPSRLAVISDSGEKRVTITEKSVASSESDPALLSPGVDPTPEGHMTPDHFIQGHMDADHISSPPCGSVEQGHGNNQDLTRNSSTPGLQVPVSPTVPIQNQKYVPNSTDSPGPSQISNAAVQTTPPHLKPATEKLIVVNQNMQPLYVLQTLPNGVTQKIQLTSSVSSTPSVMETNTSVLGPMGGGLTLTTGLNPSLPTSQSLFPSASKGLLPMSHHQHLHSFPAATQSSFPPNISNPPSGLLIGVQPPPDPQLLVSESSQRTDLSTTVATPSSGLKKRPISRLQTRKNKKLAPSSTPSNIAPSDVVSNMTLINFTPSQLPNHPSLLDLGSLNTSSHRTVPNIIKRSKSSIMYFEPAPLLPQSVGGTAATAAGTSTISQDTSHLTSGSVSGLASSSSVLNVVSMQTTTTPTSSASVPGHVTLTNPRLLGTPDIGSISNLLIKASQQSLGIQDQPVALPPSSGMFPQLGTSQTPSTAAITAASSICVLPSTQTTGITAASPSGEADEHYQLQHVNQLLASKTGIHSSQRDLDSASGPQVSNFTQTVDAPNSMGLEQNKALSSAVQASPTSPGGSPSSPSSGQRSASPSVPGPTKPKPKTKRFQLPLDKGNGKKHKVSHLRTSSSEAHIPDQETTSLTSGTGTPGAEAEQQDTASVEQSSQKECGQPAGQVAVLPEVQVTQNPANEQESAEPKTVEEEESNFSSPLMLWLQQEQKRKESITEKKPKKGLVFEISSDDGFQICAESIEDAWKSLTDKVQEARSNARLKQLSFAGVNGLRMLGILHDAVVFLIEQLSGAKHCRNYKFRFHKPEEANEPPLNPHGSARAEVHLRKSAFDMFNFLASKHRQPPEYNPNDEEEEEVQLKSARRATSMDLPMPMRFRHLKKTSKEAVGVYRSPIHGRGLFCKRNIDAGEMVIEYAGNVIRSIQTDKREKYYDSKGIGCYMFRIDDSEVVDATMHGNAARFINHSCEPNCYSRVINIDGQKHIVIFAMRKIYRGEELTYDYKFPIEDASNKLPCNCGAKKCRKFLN
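Fluorescence polarization: 7 uM MLL-CXXC (stock) preincubated 5 min with compounds, then 50 nM fluorescein-HOX-A9 DNA (stock) added; 30 min ambient. Buffer 50 mM Tris-HCl pH 7.5, 50 mM NaCl, 1 mM DTT, 0.05% BSA.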
Tb PFK inh: inhibitors of T. brucei phosphofructokinase; O15648; T. brucei PFK, ADP-Glo luminescence; Potency, µM (series often up to 57.5 µM), inactives show at the highest dose activity, negative = inhibition, hits mostly inhibitors; 0.17% of 330,000 active; AID 485367;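 further: potency means the concentration at half of the fitted maximal effect; 0% = uninhibited 1x PFK enzyme wells and -100% = no-enzyme wells; nearly all actives have a fitted effect of over 60% in size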
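ADP-Glo luminescence quantified ADP after 45 min at room temperature, with 1.25 nM T. brucei PFK, 0.1 mM ATP and 0.5 mM fructose-6-phosphate in pH 8.0 TEA buffer. qHTS titrations up to 57 µM; curves classified by quality.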
TSHR antag: blocks TSH signaling through the human TSH receptor; P16473; 0.2% of 330,000 active; TSHR-expressing cells, TSH-stimulated cAMP HTRF, 2 h; stronger effect = lower value; AID 504810; activity change, negative = inhibition, % at 11.5 µM;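 active means activity change below a set negative limit, meaning inhibition stronger than a set level, cut at about -70% in these data; inconclusive means activity change between two set negative limits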; further: on the % scale 0 is the no-effect control and ±100 the full control effect
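TSHR-expressing cells were treated with compounds, then stimulated with TSH at EC80 (4nM final) for 2 hours at 37 deg C. Cellular cAMP was measured by HTRF competition between lysate cAMP and cAMP-d2 for a cryptate-labelled anti-cAMP antibody.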
hERG WT inh: blocks the wildtype human KCNH2 potassium channel | Q12809 | U2OS, BacMam KCNH2, thallium flux FluxOr; stronger effect = lower value | activity change, % at 1.84 µM | 0.37% of 340,000 active;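 active means maximum activity change below -70%; inconclusive means maximum activity change between -70% and -50%; inactive means maximum activity change above -50%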; further: on the % scale 0 is the no-effect control and ±100 the full control effect
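U2OS cells transduced with wild-type KCNH2 virus are loaded with FluxOr dye for 45 min, and thallium flux is measured in kinetic reads before and after stimulation buffer. Rate constants are normalized to DMSO controls.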
Giardia killer: Giardia lamblia killing; Giardia lamblia trophozoite viability; activity change, % at 7.66 µM, hits read low; 0.15% of 340,000 active; in the data active means activity change below about -80%; inconclusive means between about -30% and that limit;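 further: parasites exposed to compound for two days anaerobically before the ATP read; on the % scale 0 is the no-effect control and ±100 the full control effect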
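Giardia lamblia trophozoites (100 cells/well) were incubated with compounds for 48 h at 37 deg C under anaerobic conditions. Viability was read as ATP content by one-step luminescence after 15-30 min at room temperature.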
A-T KAP1 phos: potential ataxia-telangiectasia treatments restoring KAP-1 phosphorylation | […] A-T fibroblasts, KAP-1 phosphorylation AlphaLISA; neocarzinostatin DNA damage 30 min before lysis | Potency, µM (titrated, usually from 57.5 µM), for the others: at the top dose activation, usual class: activators | 0.19% of 320,000 active | AID 485349; further: potency means the concentration at half of the fitted maximal effect; % of control where 0% means no effect; nearly all actives have a fitted effect of over 45% in size
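hTERT-immortalized A-T patient fibroblasts ([…]), 500 cells/well in OPTI-MEM, 1% FBS, got compounds for 60 min, then NCS for 30 min at 37C. Lysates were then assayed for phospho-KAP-1 by AlphaLISA (anti-pKAP1 donor, anti-KAP1 acceptor beads), 6 hr at 25C.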
FBPA coupling cs: counter-screen for Giardia aldolase inhibitors: coupling enzyme system | activity change, negative = inhibition, % at 58.2 µM, hits read low | coupling enzyme system counterscreen, AmpLite Red fluorescence | 0.67% of 290,000 active; in the data active means activity change below about -30%; further: on the % scale 0 is the no-effect control and ±100 the full control effect
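Counterscreen lacking aldolase: glyceraldehyde-3-phosphate coupling-enzyme reagent preincubated 10 min at RT with compound (at 57.5 uM final), then substrate/coupling system with AmpLite Red added; fluorescence read at 525/598 nm after 20 min RT.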
TCR act: activates T cell receptor signaling. Potency, µM (highest dose often 9.22 µM), for inactives: top-dose activation of IL-2 secretion, most hits filed as activators. primary human leukocytes, anti-CD3, IL-2 HTRF, 48 h. AID 504894. 330,000 tested, under 10 active; further: % of control where 0% means no effect
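Primary human leukocytes were stimulated with a-CD3 beads plus compounds for 48 hr without co-stimulation; secreted IL-2 was quantified by HTRF using a-IL-2-K (europium cryptate) and a-IL-2-d2, excited at 320nm with acceptor emission read at 665nm.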
GALK inhibitor: galactokinase (human) inhibition; P51570; Purified GALK, Kinase-Glo residual ATP luminescence; Potency, µM (series often up to 57.5 µM), for inactives: top-dose activity change, negative = inhibition, most hits filed as inhibitors; 0.007% of 270,000 active; further: potency means the concentration at half of the fitted maximal effect; on the % scale 0 is the no-effect control and ±100 the full control effect
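The enzyme phosphorylates galactose (100 uM) using ATP (35 uM); inhibition is detected as higher residual ATP, quantified by bioluminescence after 1 h reaction at room temperature, pH 8.0.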
Chronic BCR inh: blocks chronic active B-cell receptor signaling. 0.05% of 340,000 active. ABC-DLBCL IkBa-CBG/CBR reporter, luminescence ratio, 4 h. Potency, µM (top dose mostly 46.1 µM), for inactives: at the top dose ratio change, negative = lower green/red ratio, actives largely listed as inhibitors; active means well fitted inhibition curve with a large enough effect in the signal ratio, with a control signal flat, not every such curve was filed as active; inconclusive means small, poorly fitted or top-dose-only effect, or effect the other way, or a change in a side signal; the % refers to the signal ratio;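 further: potency means the concentration at half of the fitted maximal effect; plate controls were basal doxycycline-induced cells for no effect and cells given 10 µM MG132 for full effect; MG132 reads +100%, hits lower the ratio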
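TMD8 ABC-DLBCL cells carrying doxycycline-inducible green luciferase fused to IkappaBalpha plus unfused red luciferase were exposed to compounds (up to 46 uM) for 4 hrs at 37C. Activity came from the overlap-corrected green/red luminescence ratio.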
Starred values were filed as active, the others as inactive; ? = inconclusive; . = not tested or not shown; [ ] = another dose, or the depositor's remark. Unless noted, the call rests on the fitted dose curve; in most records, active means well fitted curve in the direction sought with a large enough effect; inconclusive means small, poorly fitted or top-dose-only effect, or another doubt; inactive means no such curve, though single readings can be large; an effect the other way counts as inactive or inconclusive.

cpd	Molecule	A-T KAP1 phos	Chronic BCR inh	Tb PFK inh	MLL CXXC-DNA inh	GALK inhibitor	Giardia killer	TSHR antag	FBPA coupling cs	hERG WT inh	TCR act
1	CS(=O)(=O)c1ccccc1C(=O)Nc1ccccc1Cc1ccccc1	-5%	-2%	2%	-4%	-2%	14	8	-3	3	0%
2	Cc1ccc(NC(=O)COC(=O)c2sccc2C)cc1S(=O)(=O)N1CCOCC1	5%	?	4%	5%	-2%	-10	18	4	-5	3%[46.1 µM]
3	N#Cc1ccc(CN2CCN(C(=O)CC(NC(=O)c3ccccc3)c3ccccc3)CC2)cc1 (stereo not drawn)	17%	-11%	0%	22%	0%	13	.	3	29	1%
4	C=C(C)c1cccc(C(C)(C)NC(=O)Nc2nnc(C(C)C)s2)c1	-8%	-9%	-7%	0%	-1%	-1	4	-2	9	2%
5	O=C(O)CCCCCCC1C(=O)NC(=O)N1CCC(O)C1CCCCC1 (stereo not drawn)	0%	?	3%	-1%	.	4	7	0	3	-11%
6	CCOC(=O)N1CCN(S(=O)(=O)c2ccc(C(=O)Nc3ccc(F)cc3F)cc2)CC1	-2%	?	-3%[0.46 µM]	-1%	3%	3	-5	5	4	-1%
7	COc1ccc(CSc2nnc(-c3ccncc3)n2N)cc1	4%	0%	3%	6%	-2%	-11	-4	2	1	-2%
8	COc1ccc(NS(=O)(=O)c2ccc(NC(=O)c3ccccc3Br)cc2)nn1	-2%	7%	0%	9%	1%	?	-12	0	-3	-5%
9	Cc1cccc(-c2nnc(SCC(=O)NC3CCCC3)o2)c1	0%	-4%	-5%	-7%	14%	-6	-7	0	-2	-1%
10	CCN1CCN(c2nc(-c3cccnc3)nc3ccccc23)CC1	8%	7%	8%	5%	0%	-4	15	-1	5	3%
11	CCOC(=O)c1cn(Cc2cccc(Cl)c2)nn1	4%	0%	?	0%	.	19	-8	1	14	1%[46.1 µM]
12	CCOc1ccccc1Nc1nc(N)nc(CN2CCCCC2C)n1 (stereo not drawn)	-7%	?	7%	-1%	-3%	-12	20	1	26	2%
13	O=C(OCCN1CCCC1=O)c1cc(F)c(F)c(F)c1F	-4%	?	-3%	-8%	2%	-1	-8	0	-2	2%[46.1 µM]
14	O=C(Nc1ccc(Cl)cc1)Nc1ccc(N2CCC(C(F)(F)F)CC2)nc1	1%	25%	0%	-7%	9%	-3	-5	0	-7	10%
15	CCC(c1nnc(SCC(=O)Nc2ccc(C(N)=O)cc2)n1Cc1ccccc1)N(C)C (stereo not drawn)	20%	-17%	4%	3%	0%	-5	-4	.	-5	-1%
16	CCCCOc1ccc(NC(=O)CCSc2nccn2C)cc1	-2%	0%	2%	4%	0%	14	4	-2	28	-1%
17	CC(=O)c1c(N2CCN(Cc3ccccc3)CC2)[nH]c(-c2ccccc2)nc1=S	-4%	?	0%	-2%	0%	-6	-14	-1	-5	-6%
18	Cc1cccc(OCC(O)Cn2c(NCc3cccnc3)nc3c2c(=O)[nH]c(=O)n3C)c1 (stereo not drawn)	-2%	1%	1%	8%	0%	11	-1	2	-9	-5%
19	COc1ccc(C(=O)/C=C/c2ccc(OC(=O)c3cc(OC)c(OC)c(OC)c3)cc2)cc1	0%	-3%	4%	11%	1%	-18	-19	-1	-5	-2%[46.1 µM]
20	OCCNCC(O)Cn1ccc2ccccc21 (stereo not drawn)	0%	3%	-13%	-2%	-1%	-23	-1	0	0	-5%
21	CCn1c(=O)c2sccc2n(CC(=O)NCCC2=CCCCC2)c1=O	6%	-3%	1%	20%	16%	-2	4	2	-6	-3%
22	O=C(c1ccc2c(c1)OCO2)N1CCC2(CC1)Oc1ccc(F)cc1C(=O)C21CC(c2cccnc2)=NO1 (stereo not drawn)	-10%	2%	1%	4%	-2%	?	-6	-1	-9	-3%
23	O=C(CN1CCN(c2ccc(F)cc2)CC1)Nc1cccnc1Cl	2%	?	-8%	-6%	0%	39[activator]	3	-1	0	-20%
24	Cc1ccc(S(=O)(=O)NNC(=O)c2ccncc2)cc1[N+](=O)[O-]	7%	0%	1%	-4%	-3%	23	15	-2	-6	0%
25	CCCC/C=C/C(NC(=O)c1ccc(-c2ccccc2)cc1)c1ccccc1 (stereo not drawn)	.	.	.	.	.	8	.	2	-11	-6%
26	Cc1cc(/C=N/NC(N)=S)c(C)n1-c1ccc(Br)cc1	0%	?	-4%	33%[activator]	0%	-10	11	-2	-2	.
27	COCCn1cc(C(=S)N2CCOCC2)c2ccccc21	.	-7%	-5%	-1%	2%	-8	21	-2	-1	-2%
28	COc1ccccc1NC(=O)CSc1nnnn1-c1ccc(C(=O)O)cc1	-6%	?	-2%	-9%	0%	-13	7	10	-28	13%
29	CCCCn1ccc(=O)c2c(C(F)(F)F)nccc21	.	.	.	0%	-3%	-2	.	-1	2	-6%
30	CCCN1CCC(NC(=O)CCc2nnc(-c3ccccc3)o2)CC1	5%	-5%	0%	-5%	-3%	-19	1	-1	11	4%
31	CCCC(=O)Nc1cc(Cl)ccc1C	14%	1%	-16%	0%	7%	-4	6	3	-15	-7%
32	COc1cc(NC(=O)CSc2nccc(C)n2)c(C(=O)O)cc1OC	0%	-5%	21%	-2%	0%	-8	-3	4	-3	8%
33	CCn1cc(C(=O)NCCCOC)c(=O)c2cc(S(=O)(=O)N3CCC(C)CC3)ccc21	3%	0%	1%	9%	11%	-8	0	0	3	1%
34	NC(=S)C(c1ccccc1)c1ncc(C(F)(F)F)cc1Cl (stereo not drawn)	0%	-2%	1%	-5%	-1%	7	-1	-2	-6	6%
35	N/C(=N\OC(=O)c1cccc(Cn2cc(C(F)(F)F)ccc2=O)c1)c1ccc(Cl)cc1	18%	11%	2%	28%	-1%	15	-7	0	-7	-1%
36	CN(C)CCCN(C(=O)c1ccc(S(=O)(=O)N(C)C)cc1)c1nc2cc3c(cc2s1)OCO3	1%	?	1%	3%	9%	10	-6	0	-6	6%
37	COc1cccc(NC(=O)Nc2cccn(Cc3ccc(C)cc3)c2=O)c1	0%	0%	1%	-1%	0%	-7	-32	-15	.	2%
38	Cc1ccc(C2(c3ccccc3)NC(=O)N(CC(=O)NCc3ccccc3)C2=O)cc1C (stereo not drawn)	0%	-5%	0%	.	.	-8	43	.	-3	9%
39	CC1CCCCN1C/C=C/c1ccccc1[N+](=O)[O-] (stereo not drawn)	-3%	-6%	-1%	2%	-2%	7	-7	1	24	.
40	Cc1cc([N+](=O)[O-])cc2c1NC(=O)C2(O)N1CCCC(C)C1 (stereo not drawn)	1%	-8%	7%	39%[activator]	1%	33[activator]	-7	-9	25	10%
41	Cc1ccc(Cl)cc1NS(=O)(=O)c1c(C)[nH]c(=O)[nH]c1=O	4%	8%	-8%	-1%	-2%	8	1	1	-8	29%
42	COCc1cc(=O)[nH]c(SCC(=O)Nc2ccccc2)n1	10%	4%	-3%	3%	1%	-7	6	3	1	-2%
43	CCOC(=O)c1c(C)[nH]c(C(=O)CN(C)CC(=O)Nc2ccccc2C(F)(F)F)c1C	-4%	?	0%	.	.	24	3	.	-12	-15%
44	CC(NC(=O)CN(C)S(=O)(=O)c1ccc(Br)s1)c1ccccc1 (stereo not drawn)	-9%	10%	2%	8%	-4%	-1	20	1	1	3%
45	Oc1ccc[n+](CC(O)c2ccccc2)c1 (stereo not drawn)	3%	2%	0%	.	.	-24	7	.	-22	1%
46	CCOC(=O)c1[nH]cnc1C(=O)Nc1ccc([N+](=O)[O-])cc1	-7%	?	-5%	-5%	-3%	-17	-7	1	-8	2%
47	COc1cccc(NC(=O)C2CCCN(S(C)(=O)=O)C2)c1 (stereo not drawn)	2%	-1%	1%	-2%	2%	-11	0	0	-17	10%
48	COC(=O)C1=C(CSc2nc3c(cc2C#N)CN(C)CC3)OC(N)=C(C#N)C1c1ccc(F)cc1 (stereo not drawn)	-6%	16%	-5%	2%	0%	4	3	-5	-13	-2%[46.1 µM]
49	Cc1nc2c(-c3ccc(F)cc3)c(C)nn2c(C)c1CCC(=O)N1CCN(c2ccccn2)CC1	4%	?	6%	15%	1%	16	16	3	3	1%
50	OC(CSc1ccc(F)cc1)CN1CCN(c2ccccc2)CC1 (stereo not drawn)	6%	-9%	-5%	-1%	-1%	10	1	0	33	-2%
51	O=C1NN(c2ccccc2)C(=O)/C1=C\c1ccc2c(c1)OCO2	-5%	2%	1%	?	-1%	8	-13	-3	-2	0%

Compounds were not picked by outcome; overall some 1.6% were active at least once.
